Screens from PubChem.
GSK3 alpha inh: blocks human GSK-3 alpha kinase; P49840; ADP-Glo luminescence, 60 min; inhibition, % at 10 µM; 0.1% of 320,000 active;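 in the data active means inhibition above about 50%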;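 further: GST-tagged GSK-3 alpha with peptide substrate and 25 µM ATP; 0% = DMSO neutral wells and 100% = GW8510 positive control wells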
Target sequence (P49840 whole entry, looked up): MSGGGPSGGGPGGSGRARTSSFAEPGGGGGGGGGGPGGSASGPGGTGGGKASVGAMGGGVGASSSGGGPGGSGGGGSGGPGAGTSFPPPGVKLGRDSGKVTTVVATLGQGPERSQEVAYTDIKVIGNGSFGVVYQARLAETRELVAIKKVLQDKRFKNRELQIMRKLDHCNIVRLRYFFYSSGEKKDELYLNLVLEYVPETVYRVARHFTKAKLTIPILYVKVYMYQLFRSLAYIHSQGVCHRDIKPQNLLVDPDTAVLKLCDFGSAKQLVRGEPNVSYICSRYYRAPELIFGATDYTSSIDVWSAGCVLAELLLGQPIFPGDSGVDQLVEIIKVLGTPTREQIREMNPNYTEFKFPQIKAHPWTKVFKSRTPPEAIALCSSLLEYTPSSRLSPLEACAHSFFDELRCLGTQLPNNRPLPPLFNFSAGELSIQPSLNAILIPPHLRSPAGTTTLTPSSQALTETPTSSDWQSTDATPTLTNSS
KCNK3 inh: human KCNK3 channel inhibition, primary screen | CHO-KCNK3 thallium flux, FluxOR fluorescence; stronger effect = lower value | B-score at 10 µM | 0.84% of 340,000 active | AID 602410;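 active means B-score under library mean minus 4 SD, starting fluorescence ratio at most library mean plus 5 SD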;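 further: more negative B-score means stronger inhibition of thallium flux through KCNK3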
Target sequence (O14649 whole entry, looked up): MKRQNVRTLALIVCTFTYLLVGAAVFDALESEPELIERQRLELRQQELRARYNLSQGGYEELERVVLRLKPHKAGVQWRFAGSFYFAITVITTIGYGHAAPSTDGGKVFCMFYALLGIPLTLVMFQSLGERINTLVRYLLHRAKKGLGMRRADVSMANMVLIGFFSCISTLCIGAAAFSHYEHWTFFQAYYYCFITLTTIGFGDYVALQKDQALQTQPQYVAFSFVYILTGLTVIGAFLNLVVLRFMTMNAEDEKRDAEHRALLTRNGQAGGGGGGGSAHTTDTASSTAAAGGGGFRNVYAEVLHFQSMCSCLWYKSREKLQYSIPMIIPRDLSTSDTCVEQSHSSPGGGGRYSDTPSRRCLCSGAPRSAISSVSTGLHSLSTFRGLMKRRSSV
KCNQ1 act: potentiators or activators of human KCNQ1 potassium channel. 0.35% of 310,000 active. B-score at 10 µM. AID 2648. CHO-K1 KCNQ1, thallium flux FluxOR fluorescence; stronger effect = higher value;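 active means fluorescence ratio B-score, a plate-corrected score, at least three library SD, with initial intensity B-score within 5 SD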
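assay system = KCNQ1-transfected CHO-K1 cells | medium = assay buffer with matched DMSO | probe or stimulus = depolarizing K+/Tl+ stimulus, K2SO4 and Tl2SO4 each 12.5 mM in 5x stock | dosing = single dose | incubation = dye 90 min, compound 20 min, room temperature | detection = kinetic FluxOR fluorescence, 10 s baseline plus 110 s post-stimulus | evaluation = ratio B score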
KCNQ1 block: inhibitors of human KCNQ1 potassium channel. P51787. CHO-K1 KCNQ1, FluxOR thallium flux fluorescence; stronger effect = higher value. B-score at 10 µM. 1.3% of 310,000 active. AID 2642;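 active means compounds whose thallium flux B-score, printed positive for inhibition, exceeds three library SD while starting fluorescence stays within three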;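 further: channel opened by potassium depolarization with thallium stimulus after 20 min compound exposure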
hERG protect: compounds protecting human hERG from proarrhythmic drug block; Q12809; CHO-hERG, FluxOR thallium flux, dofetilide IC70 present; activation (rescue from dofetilide block), less the hit threshold, % at 10 µM; 0.51% of 310,000 active; AID 1511;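 active means activation above the mean of controls blocked by dofetilide plus 5 SD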;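 further: thallium influx through hERG after potassium depolarization seen as dye fluorescence rise; in these data hits start at about 4.7%; inactives centre near -7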
PolyA inhibitor: inhibitors of polyadenylation in S. cerevisiae; S. cerevisiae SKY197-pL101 polyadenylation reporter, beta-gal luminescence; efflux-impaired pdr1/pdr3 knockout yeast; score 100 = 6 SD above DMSO; calls only at 12 µM; 0.02% of 300,000 active; AID 1875;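 active means lowest replicate activity score at least 50, where 100 means six control SD above control mean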;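 further: yeast exposed to compound for 9 h at 30 °C; higher score means more reporter readthrough which indicates perturbed polyadenylation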
KCNK9 inh: human KCNK9 channel inhibition | Q9NPC2 | 1.2% of 310,000 active | B-score at 10 µM | HEK293 KCNK9, FluxOR thallium flux fluorescence; stronger effect = lower value;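 active means ratio B-score over 3 SD below the library mean, with starting fluorescence within 5 SD of its mean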;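 further: negative B-score means less thallium flux so channel inhibition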
GSK3beta inhib: inhibitors of human GSK3beta kinase. P49841. activity score (negative = inhibition), % at 10 µM. 0.038% of 300,000 active. AID 2097. GST-GSK3beta kinase, ADP-Glo luminescence, 60 min; stronger effect = lower value;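 active means more than half of replicate wells score below -50%, meaning over 50% inhibition versus plate controls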;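 further: 0% = median DMSO wells and -100% = median GW8510 positive control wells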
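Test system: GST-tagged human GSK3beta kinase, cell-free; evaluation: activity score scaled between in-plate DMSO and GW8510 controls; measured by: ADP-Glo luminescence; incubation: 60 min reaction, RT; benchmarks: DMSO and 20 µM GW8510; reagent: peptide substrate plus 25 µM ATP (final); medium: Tris/MgCl2 kinase buffer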
RGS4 act: RGS4 potentiation or activation; B-score at 10 µM; HEK293 M3R/inducible RGS4, carbachol calcium flux Fluo4; stronger effect = lower value; 0.92% of 310,000 active;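 active means B-score of the integrated calcium signal more than 4 SD below the library mean, with starting fluorescence not abnormally high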;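 further: negative B-score means reduced calcium response which marks RGS4 activation or potentiation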
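test system = M3R-expressing HEK293 line, RGS4 induced by doxycycline | probe or stimulus = carbachol at ECmax as muscarinic agonist stimulus | timing = dye loading 30 min 37 °C, buffer rest 30 min RT | signal = calcium dye Fluo4 fluorescence | evaluation = B score from integrated fluorescence ratio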
DYRK1A inh: blocks rat Dyrk1A kinase activity | 0.43% of 310,000 active | Q63470 | inhibition, % at 12.5 µM | AID 504441 | ADP-Glo luminescence, NFATc1 peptide; in the data active means inhibition above about 50%;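 further: plate controls were vehicle with enzyme for no effect and no enzyme for full effect; many of its hits are not listed in these tables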
HDAC3 inhib: inhibitors of human histone deacetylase 3; O15379; recombinant HDAC3, fluorogenic peptide/trypsin coupled, fluorescence; inhibition, % at 8.3 µM; 0.15% of 320,000 active; AID 2718; in the data active means inhibition above about 26%, passing the limit was not always enough
Starred values were filed as active, the others as inactive; i = inactive; x = no result given. These rows are one share of the data; rates above refer to the full screens.

Each structure is followed by: HDAC3 inhib	DYRK1A inh	KCNQ1 act	KCNQ1 block	GSK3beta inhib	KCNK9 inh	RGS4 act	hERG protect	PolyA inhibitor	GSK3 alpha inh	KCNK3 inh
CCn1c(CC(=O)Nc2ccc(Cl)c(Cl)c2)nnc1SCc1ccc(C)cc1
  1	-3	i	i	-8	i	i	-6	i	1	i
O=C(NC1CCN(C(=S)NCCc2ccccc2)CC1)C1CC1
  -1	-4	i	i	-4	i	i	-10	i	1	i
CCc1cccc(NC(=O)CN(C)S(=O)(=O)c2cnc[nH]2)c1
  -3	8	i	i	2	i	i	-5	i	2	i
CCS(=O)(=O)c1ccc2c(c1)N(S(C)(=O)=O)CC(C(=O)NC1CC1)O2 (centres undefined)
  3	-3	i	i	-2	i	i	1	i	4	i
O=c1c(Cl)c(Cl)cnn1Cc1nnc(-c2ccccc2Br)o1
  x	-3	27*	i	0	i	i	-14	i	x	i
Fc1ccccc1Nc1nc(Cl)nc(Cl)n1
  -15	0	i	i	2	i	i	-5	i	-1	i
COC(=O)c1ccc(NC(=S)NC2CCc3ccccc32)cc1 (centres undefined)
  3	-3	i	7*	2	i	i	-9	i	-1	-8.8*
S=C1N(c2ccccc2)CN(CCN2CCOCC2)CN1c1ccccc1
  -2	x	i	i	4	i	i	-9	i	-1	i
CN1C(=O)/C(=C/c2cc3c(cc2Br)OCO3)NC1=S
  -5	3	i	i	4	i	i	-4	i	-4	i
O=[N+]([O-])c1cc(S(=O)(=O)C(F)(F)F)ccc1N1CCN(c2ccccc2)CC1
  4	-4	i	i	0	-8.3*	i	-2	i	0	i
CC(=O)c1c(C)[nH]c(C(=O)Nc2cccc3ccccc23)c1C
  -6	0	i	i	0	i	i	-5	i	1	i
COc1ccc(S(=O)(=O)N2CCN(Cc3ccc4c(c3)OCO4)CC2)cc1
  5	7	i	i	-2	i	-11*	-6	i	-3	i
COc1ccc(S(=O)(=O)N2CCSCC2)cc1C(N)=O
  4	-4	i	i	1	i	i	-5	i	-3	i
Cc1ccc(NC(=O)CSCC(=O)N=c2sccn2C)cc1
  -5	-3	i	i	-2	i	i	-11	i	-3	i
Cc1ccc(S(=O)(=O)N2CCCC2=O)c(C)c1N(C)S(C)(=O)=O
  -11	-3	i	i	-2	i	i	-10	i	1	i
COC(=O)c1ccc(Cl)c(-c2ccc(/C=N/NC(=O)Nc3ccccc3)o2)c1
  3	0	i	i	2	i	i	-4	i	14	i
CCOc1cccc(NC(=O)CSc2sc3c(O)cc(=O)[nH]c3c2C#N)c1
  3	-1	i	i	4	i	i	-9	i	-1	i
Cc1ccc(C(C)(C)C)c(SCC(=O)Nc2nnc(C)s2)c1
  7	7	i	i	3	i	i	-7	i	-3	i
Cc1ccc(C)c(N2CCN(C3CCCCC3NS(=O)(=O)c3ccccc3)CC2)c1 (centres undefined)
  0	-3	i	8*	3	-16*	i	-7	i	x	-12*
COC(=O)c1[nH]c2cccc(OC)c2c1NC(=O)CN1CC(C)OC(C)C1 (centres undefined)
  -10	0	i	i	1	i	i	-8	i	-2	i
COc1cc(/C=C/c2ccc3cccc(O)c3n2)ccc1O
  8	9	i	i	2	i	i	-5	i	-1	i
NS(=O)(=O)c1cccc(NC(=O)c2ccno2)c1
  -5	-1	i	i	2	i	i	-5	i	-3	i
NS(=O)(=O)c1ccc(NC(=O)CSc2nc3ccccc3nc2N2CCOCC2)cc1
  3	1	i	i	1	i	i	-8	i	0	i
O=C(Nc1ccccc1F)N1CCC(NC(=O)C23CC4CC(CC(C4)C2)C3)CC1
  -2	-1	i	i	x	i	i	-5	i	-1	i
N/C(=N\OC(=O)Cc1cccs1)c1cccc([N+](=O)[O-])c1
  x	2	i	i	1	i	i	-3	i	x	i
CC(=O)Nc1ccc(-c2cc(-c3ccc(NC(C)=O)cc3)nc(-c3ccc(NC(C)=O)cc3)n2)cc1
  -23	-13	i	i	1	i	i	-10	i	1	i
CN1CCN(S(=O)(=O)c2cc([N+](=O)[O-])ccc2N2CCCCCC2)CC1
  -3	-1	i	i	-2	i	i	-14	i	-1	i
CC1CCCCN1C(=O)COC(=O)C1CCN(S(=O)(=O)c2ccc(Cl)c(C(F)(F)F)c2)CC1 (centres undefined)
  -4	0	i	i	6	i	i	-7	i	-1	i
CCCOc1ccc(/C=N/NC(=O)c2ccc(Cn3cc([N+](=O)[O-])cn3)o2)cc1
  15	1	i	i	5	i	i	-3	i	-1	i
CC(=O)c1c(C)oc2ccc(N(C(C)=O)S(=O)(=O)c3cccc([N+](=O)[O-])c3)cc12
  -2	-6	i	i	-2	i	i	-5	x	-1	i

As entered above:
COC(=O)c1[nH]c2cccc(OC)c2c1NC(=O)CN1CC(C)OC(C)C1 (centres undefined) in DYRK1A inh shows 0
CCS(=O)(=O)c1ccc2c(c1)N(S(C)(=O)=O)CC(C(=O)NC1CC1)O2 (centres undefined) in GSK3 alpha inh shows 4

(next part)
Each structure is followed by: HDAC3 inhib	DYRK1A inh	KCNQ1 act	KCNQ1 block	GSK3beta inhib	KCNK9 inh	RGS4 act	hERG protect	PolyA inhibitor	GSK3 alpha inh	KCNK3 inh
CCCCC(=O)NC(c1cccc([N+](=O)[O-])c1)c1c(OC(C)=O)ccc2ccccc12 (centres undefined)
  -5	2	i	i	-1	i	i	-8	i	-3	i
Cc1ccc2[nH]c(=O)c(CN(CCO)C(=O)NCc3ccccc3)cc2c1
  5	5	i	i	2	i	i	-3	i	-2	i
O=C(CC1NC(=O)NC1=O)Nc1cccc2ccccc12 (centres undefined)
  5	-5	i	i	0	i	i	-7	i	-1	i
CCCCCOc1ccc(CSC2=NCCN2)cc1[N+](=O)[O-]
  4	8	i	i	0	i	i	-13	i	x	i
CCc1nc(SCc2ccccn2)c2c(=O)n(C)c(=O)n(C)c2n1
  -2	0	i	i	0	i	i	-4	i	2	i
Cc1ccc(NC(=O)[C@@H]2CCCN2C(=O)[C@@H]2Cc3ccccc3CN2)c(C)c1
  2	5	i	i	1	i	i	-10	i	-2	i
CCCN(CCC)C(=O)c1c(C)[nH]c(C(=O)OCC)c1C
  5	x	i	i	2	i	i	-7	i	-3	x
CCOc1ccc(OCc2ccc(C(=O)N/N=C(\C)c3ccccn3)cc2)cc1
  -2	7	i	i	-1	i	i	-13	i	-1	i
C[C@H](NC(=O)c1nc[nH]c1C(=O)N[C@@H](CCCCN)C(=O)OC(C)(C)C)C(=O)OC(C)(C)C
  7	0	i	i	2	i	i	-5	i	1	i
CCC(NC(=O)CCc1c(C)c2cc3c(-c4ccccc4)coc3cc2oc1=O)C(=O)O (centres undefined)
  10	0	i	i	2	i	i	-17	i	5	i
CC1(C)OC(=O)C(=CNNc2c(Cl)cc(Cl)cc2Cl)C(=O)O1
  7	4	i	i	-8	i	i	-4	i	1	i
Cc1ccc2oc(-c3cccc(NC(=O)C4CCCO4)c3)nc2c1 (centres undefined)
  -19	0	i	i	4	i	i	0	i	-3	i
Cc1ccn2c(=O)c(C(=O)NC3CCCCC3C)c(O)nc2c1 (centres undefined)
  -6	-10	i	i	2	i	i	-7	i	-4	i
CCOC(=O)C1=C(COC(=O)c2cccnc2Cl)NC(=O)NC1C (centres undefined)
  -1	-15	i	i	2	i	i	-11	i	0	i
O=C(OCCN1C(=O)c2cccc3c(N4CCOCC4)ccc(c23)C1=O)c1ccc(Cl)cc1
  -10	-1	i	10*	2	i	i	-19	i	0	i
Clc1nnc2ccc(-c3ccccc3)nn12
  -3	5	i	i	4	i	i	-15	i	10	i
CCCCC(=O)Nc1ccc(S(=O)(=O)Nc2nccc(C)n2)cc1
  2	-4	i	i	-1	i	i	-15	i	-5	i
Cc1ccsc1/C=N/NS(=O)(=O)c1ccc([N+](=O)[O-])cc1
  7	4	i	i	2	i	i	-8	i	5	i
COC(=O)c1sc2ccccc2c1NC(=O)c1ccc(S(=O)(=O)N2CCCCC2)cc1
  5	-8	i	i	1	i	i	-7	i	5	i
NC(=O)c1cc([N+](=O)[O-])ccc1N1CCCCC1
  x	-4	i	i	0	i	i	-6	i	-1	i
CC(=O)N=c1sc(S(N)(=O)=O)nn1C
  12	11	i	i	3	i	i	-5	i	-4	i
COc1cc(C2NC(=O)c3ccccc3O2)cc(OC)c1OC (centres undefined)
  -1	1	i	i	2	i	i	-16	i	1	i
O=C(O)CCC(=O)Nc1ccccc1C(=O)NCc1ccccc1
  8	-1	i	i	3	i	i	-4	i	0	i
CC(C)(C)C(=O)C(CO)(Oc1ccc(Cl)cc1)n1cncn1 (centres undefined)
  -1	2	i	i	5	i	i	-10	i	-1	i
CCOC(=O)c1ccc(NC(=O)COc2ccccc2OC)cc1
  -3	16	i	i	2	i	i	-10	i	-1	i
Cc1ccc(NC(=O)Cn2cc3c(n2)CCC(C)C3)cc1 (centres undefined)
  0	4	i	i	1	i	i	-2	i	1	i
CC(C)NC(=O)c1ccccc1S(=O)(=O)c1ccccc1C#N
  -9	-6	i	i	-3	i	i	3	i	-5	i
CC(=O)c1ccc(N2CCN(c3ccc(C(N)=O)cc3[N+](=O)[O-])CC2)cc1
  10	-5	i	i	-1	i	i	-1	i	-1	i
CCOC(=O)N1CCC(N2Cc3cccc(C(=O)NCc4ccc5c(c4)OCO5)c3C2=O)CC1
  2	-8	i	i	2	i	i	-14	i	-4	i
